Pol kappa inh: inhibitors of human DNA polymerase kappa | Q9UBT6 | purified Pol kappa, fluorescent DNA synthesis assay, 10 min | Potency, µM (top dose mostly 107 µM), without a hit: at the highest dose activity, negative = inhibition, most hits filed as inhibitors | 0.53% of 400,000 active; note: potency is the fitted concentration of half-maximal effect; % is set by controls: 0 for no effect and ±100 for the full control effect
Target sequence (Q9UBT6 whole entry, looked up): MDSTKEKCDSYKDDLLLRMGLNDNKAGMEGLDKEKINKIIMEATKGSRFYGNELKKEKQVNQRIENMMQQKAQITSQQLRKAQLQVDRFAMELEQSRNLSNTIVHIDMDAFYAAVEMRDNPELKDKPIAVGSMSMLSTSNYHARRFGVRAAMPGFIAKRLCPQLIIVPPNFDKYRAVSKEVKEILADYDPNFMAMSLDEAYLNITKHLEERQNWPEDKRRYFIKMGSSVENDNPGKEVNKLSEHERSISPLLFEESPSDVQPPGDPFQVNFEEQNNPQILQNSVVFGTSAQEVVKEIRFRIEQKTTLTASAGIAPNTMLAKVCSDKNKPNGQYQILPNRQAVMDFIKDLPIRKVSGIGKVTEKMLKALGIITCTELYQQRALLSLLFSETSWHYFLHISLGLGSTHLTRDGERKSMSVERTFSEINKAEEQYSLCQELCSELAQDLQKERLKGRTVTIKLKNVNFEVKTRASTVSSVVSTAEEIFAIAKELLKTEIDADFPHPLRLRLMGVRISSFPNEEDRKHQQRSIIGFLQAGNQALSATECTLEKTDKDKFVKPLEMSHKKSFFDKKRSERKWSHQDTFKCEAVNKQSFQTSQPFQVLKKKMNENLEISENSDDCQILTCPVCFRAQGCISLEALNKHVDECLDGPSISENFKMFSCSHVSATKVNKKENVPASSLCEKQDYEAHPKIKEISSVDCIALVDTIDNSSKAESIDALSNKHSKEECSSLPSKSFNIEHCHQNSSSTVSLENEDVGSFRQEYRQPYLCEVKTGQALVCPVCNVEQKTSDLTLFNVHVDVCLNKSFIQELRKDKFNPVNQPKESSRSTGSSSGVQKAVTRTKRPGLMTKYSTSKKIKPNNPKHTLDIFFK
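Activity was followed as the change in fluorescence between reads at 0 and 10 min after starting the reaction with 50 nM substrate. Beforehand, 10 nM polymerase had been preincubated with compound for 15 min at room temperature.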
Pol beta inh: blocks human DNA polymerase beta activity; P06746; Pol beta primer extension/strand displacement, fluorescence kinetic; Potency, µM (titrated, usually from 114 µM), inactives show at the highest dose activity change, negative = inhibition, hits mostly inhibitors; 1.3% of 340,000 active; AID 485314; note: potency is the fitted concentration of half-maximal effect; % is set by controls: 0 for no effect and ±100 for the full control effect
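10 nM enzyme + cpd, 15 min RT; start with substrate 50 nM final; read 0 min and after 10 min RT. Corrected, normalized data; 4-parameter Hill curve fit.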
TRHR agonist: agonists of human TRH receptor; TRHR cells, calcium flux fluo-8, FDSS agonist mode; activation, % at 2 µM; 0.18% of 360,000 active; in the data active = activation above about 30%; note: 0% is about no effect
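Agonist-mode FDSS calcium read (Ex 480/Em 530, 1 s cycles) in 1536-well TRHR cells with fluo-8 dye, after 10-cycle baseline and 23 nL compound addition; TRH at EC20 (10 nM final) added afterwards for the enhancer phase.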
Anesthetic bind: binds horse apoferritin like a general anesthetic; apoferritin/1-aminoanthracene competitive binding, fluorescence; Potency, µM (series often up to 77.5 µM), for inactives: at the highest dose activity change, negative = displacement, usual class: inhibitors; 0.074% of 350,000 active; note: potency is the fitted concentration of half-maximal effect; % is set by controls: 0 for no effect and ±100 for the full control effect; nearly all actives have a fitted effect of over 20% in size
Target sequence (P02791 2-175 limits assumed): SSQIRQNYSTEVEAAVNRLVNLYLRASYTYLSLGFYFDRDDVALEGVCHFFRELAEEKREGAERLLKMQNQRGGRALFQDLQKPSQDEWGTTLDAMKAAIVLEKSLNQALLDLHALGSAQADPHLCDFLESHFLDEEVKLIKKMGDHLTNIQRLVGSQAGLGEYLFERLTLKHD
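Horse-spleen apoferritin (10 uM) in 50% saturated 1-aminoanthracene in PBS was incubated 10 min at room temperature with compound. Fluorescence (ex 380, em 535 nm) was normalized to free and bound 1-AMA, with concentration-response fitted by a four-parameter Hill equation.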
BLM inh: inhibitors of human Bloom syndrome helicase BLM; AID 2528; P54132; 0.2% of 350,000 active; recombinant BLM DNA unwinding, fluorescence dequenching; Potency, µM (titrated, usually from 56.1 µM), for the others: top-dose activity change, negative = inhibition, actives largely listed as inhibitors;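 note: potency is the fitted concentration of half-maximal effect; plate controls were vehicle for no effect and no enzyme for full effect; nearly all actives have a fitted effect of over 35% in size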
APEX1 inh: inhibitors of human APE1 endonuclease; P27695; recombinant APE1, TAMRA/BHQ-2 abasic DNA cleavage fluorescence; Potency, µM (top dose mostly 65.8 µM), inactives show top-dose activity change, negative = inhibition, actives largely listed as inhibitors; 0.35% of 350,000 active;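 note: potency is the fitted concentration of half-maximal effect; plate controls were vehicle for no effect and reference inhibitor for full effect; nearly all actives have a fitted effect of over 55% in size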
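Endonuclease cleavage of a quenched abasic-site DNA duplex (50 nM) by APE1 (0.75 nM) was tracked by TAMRA dequenching. Compounds were preincubated with enzyme 15 min at room temperature; data normalized to buffer-only and DMSO wells plus NSC13755 control.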
POLI inh: DNA polymerase iota (human) inhibition | Q9UNA4 | Pol iota fluorescent replication assay, 10 min | Potency, µM (doses to about 115 µM), without a hit: top-dose activity, negative = inhibition, actives largely listed as inhibitors | 1% of 390,000 active; note: potency is the fitted concentration of half-maximal effect
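Pol iota at 10 nM preincubated 15 min with compounds at room temperature; reaction started with fluorescent substrate, 50 nM final. Fluorescence read kinetically at 0 and 10 min; buffer-only wells as negative control.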
12-LOX inh: ALOX12 (human) lipoxygenase inhibition. 1.1% of 580,000 active. AID 1671190. purified 12hLO, xylenol orange hydroperoxide absorbance. Potency, µM (doses to about 108 µM), for the others: at the highest dose activity change, negative = inhibition, usual class: inhibitors; note: potency is the fitted concentration of half-maximal effect; % is set by controls: 0 for no effect and ±100 for the full control effect
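Hydroperoxide product was detected by ferrous iron/xylenol orange as the 573 to 405 nm absorbance ratio. Arachidonic acid at 40 uM (final) was turned over for 30 min at room temperature by 150 nM human 12hLO, pH 7.0 Hepes buffer, after 15 min compound preincubation.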
ERG Ets-DNA blk: inhibitors of human ERG Ets domain-DNA interaction; fluorescence polarization, His-ERG Ets domain / labelled DNA; Potency, µM (doses to about 76.9 µM), for inactives: at the top dose FP activity, negative = inhibition, usual class: inhibitors; AID 624246; 0.028% of 370,000 active; P11308; active = well fitted inhibition curve with a large enough effect in the polarisation, with a control signal flat; inconclusive = small, poorly fitted or top-dose-only effect, or effect the other way, or a change in a side signal; inactive = no such curve, though single readings can be large or run the other way; the % refers to the polarisation;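 note: polarization taken with two DNA probes labelled with fluorescein and Texas red; potency is the fitted concentration of half-maximal effect; % of control where 0% means no effect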
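His-tagged ERG Ets domain (1 uM in the protein solution; 300mM KCl, 50mM Tris-HCl, 1mM EDTA, 1mM DTT, pH 7.5) received compound, then a probe mix of 5 nM fluorescein-DNA and 100nM Texas-615-DNA. Fluorescence polarization was read for both dyes.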
Starred values were filed as active, the others as inactive; ? = inconclusive; . = no result given; & = joins results of further samples; [ ] = dose if it differs, or a comment. Unless noted, calls come from the whole dose curve; as a rule, active = well fitted curve in the direction sought with a large enough effect; inconclusive = small, poorly fitted or top-dose-only effect, or another doubt; inactive = no such curve, though single readings can be large; an effect the other way counts as inactive or inconclusive. Some of the compounds tested; count on the stated rates, not on these rows.

Value order – POLI inh	APEX1 inh	12-LOX inh	TRHR agonist	Pol beta inh	Anesthetic bind	ERG Ets-DNA blk	Pol kappa inh	BLM inh
O=C(c1ccc(F)cc1)C(Cc1ccccc1)N1CCCCC1 (stereo unspecified)
  186%[activator]	-2%	0%	0.2	2%	-10%	0%	-16%	-3%
CC(=O)OC1CCC2(C)C3=C(CCC2C1(C)C)[C@@]1(C)CCC(C(C)CCC=C(C)C)[C@@]1(C)CC3 (stereo partly specified)
  .	-5%	.	.	.	-2%	.	-4%[60.1 µM]	3%
CC1=C(O)C(=O)[C@@H]2O[C@@H]2C1=O
  .	-7%	?	.	.	1%	.	-4%[19.4 µM]	.
COC(=O)C1=C(c2ccccc2)C[C@@H]2CC[C@H]1N2C(=O)NCc1cccc2ccccc12
  -15%	.	7%	.	.	.	-8%	-12%	.
Cc1ccc(-n2c(/C=C/c3ccccn3)nc3ccccc3c2=O)cc1
  21%	-3%	5%	0.0	-5%	5%	-6%	5%	0%
O=C(CNC(=O)OCc1ccccc1)Nc1ccc(Br)cc1C(=O)c1ccccc1Cl
  27%	1%	-3%	-0.1	3%	1%	-2%	-4%	4%
CC(C)CN1CCC2(CC1)CCN(S(C)(=O)=O)CC2
  .	3%	1%[57.4 µM]	.	.	.	.	12%[60.1 µM]	-5%
COc1cc(C[C@@H](C)N)c(OC)cc1I
  5%[58.9 µM]	2%&12%	-7%	0.5	10%[57.1 µM]	1%	?	5%	2%
O=C(N/N=C/c1cc(Br)c(Br)s1)c1ccncc1
  146%[activator]	0%	-11%	-0.5	-24%	-13%	4%	5%	1%
C[C@H](N)Cc1c[nH]c2ccc(O)cc12
  .	-1%	22%	.	.	.	.	-11%[19.4 µM]	3%
COc1ccc2[nH]cc(CCN=C(N)N)c2c1
  8%	2%	-26%	0.5	1%	-5%	-5%	-12%	2%
C/C(=N/OC(=O)N(C)C)c1ncc(C(F)(F)F)cc1N1CCOCC1
  16%	-1%	6%	-0.1	15%	-7%	0%	3%	-2%
c1cc(CN2CC3(CCNCC3)C2)ccn1
  .	-3%	-2%[57.4 µM]	.	.	.	.	-4%[60.1 µM]	-6%
Oc1ccc2c3c1O[C@H]1c4[nH]c5c(c4C[C@@]4(O)[C@@H](C2)N(CC2CC2)CC[C@]314)C[C@@]1(O)[C@H]2Cc3ccc(O)c4c3[C@@]1(CCN2CC1CC1)[C@H]5O4
  ?	13%&0%	4%	.	15%[57.1 µM]	-3%	.	-16%[60.1 µM]	.
Cc1cc(C(=O)CS(=O)c2ccc(F)cc2)cc(C)c1OC(=O)N(C)C (stereo unspecified)
  2%	1%	-8%	0.0	11%	-18%	-4%	0%	2%
O=C(Cn1cc(C(=O)c2ccccc2)c2ccccc21)Nc1ccc(Br)cc1
  20%	.	-18%	1.7	16%	-10%	7%	7%	-2%
C=CCn1c(O)c(C(C)=NCCCO)c(=O)[nH]c1=O
  13%	-4%	7%	0.9	-17%	7%	-1%	5%	0%
Cc1ccc(C(c2nnnn2Cc2ccccc2)N2CC=C(c3ccc(F)cc3)CC2)cc1 (stereo unspecified)
  -10%	?	-22%	0.8	10%	?	.	-17%	-5%
Fc1ccc(C(OCCN2CCCC2)c2ccc(F)cc2)cc1
  -29%	10%	?	0.8	23%	-7%	2%	-11%	3%
COc1ccc(C(CC(=O)Nc2ccccn2)N2Cc3ccccc3C2=O)cc1 (stereo unspecified)
  40%[activator]	17%	0%	0.0	-22%	-17%	0%	-8%	-4%
COC(=O)C1=C(c2cccc(OC)c2OC)C[C@@H]2CC[C@H]1N2C(=O)N1CCCCC1
  46%[activator]	.	-10%	.	.	.	-1%	1%	.
CC(=O)OC1N=C(c2ccccc2)c2cc(Br)ccc2N(C)C1=O (stereo unspecified)
  63%[activator]	18%	-16%	-0.1	36%	-8%	10%	-8%	-3%
O=C(CNC(=O)c1ccccc1)Nc1ccc(Br)cc1C(=O)c1ccccc1
  14%	10%	-85%	0.8	18%	-10%	0%	-16%	-10%
O=c1c(/C=N/N2CCOCC2)c(O)n(-c2ccccc2)c(=S)n1-c1ccccc1
  49%[activator]	4%	-17%	-0.4	16%	-1%	-2%	-5%	5%
ClCCN1CCSCC1
  ?	.	-2%	.	.	.	-3%	-19%	.
NP(=O)(OCC(F)(F)F)Oc1ccc(Cl)cc1 (stereo unspecified)
  19%	7%	-17%	-1.1	3%	-19%	-10%	-11%	-2%
CCOC(=O)C1(c2ccccc2)CCN(CCC(C#N)(c2ccccc2)c2ccccc2)CC1
  -7%	.	-20%	.	.	.	0%	-2%[19.4 µM]	-10%
C=CP(=O)(O)c1ccccc1
  -1%	-4%	133%[activator]	1.2	1%	-4%	1%	-6%	1%
CCN1CCN(c2ncnc3ccc(Br)cc23)CC1
  12%	-2%	?	-0.5	5%	2%	4%	3%	1%
O=c1c(C=NCc2cccs2)c(O)n(C2CCCCC2)c(=O)n1C1CCCCC1
  8%	0%	0%	-0.4	8%	-8%	1%	-8%	-3%
CN(C(=O)CSc1nc2ccc(NC(=O)COc3ccccc3)cc2s1)c1ccccc1
  -11%	.	-16%	0.9	9%	38%[activator]	2%	-28%	-6%
CN1CCC2(CC1)NC(=O)c1ccccc1N2
  -20%	?	42%[activator]	-0.7	18%	19%	-3%	-2%	-2%
O=C1NC(=O)N(c2ccc3c(c2)OCO3)C(=O)/C1=C/c1ccc(N2CCCC2)o1
  ?	0%	-17%	13	7%	-21%	.	-6%	-1%
Cc1nn(Cc2ccccc2)c(Cl)c1C(=O)O
  29%	0%	11%	0.0	7%	-3%	-8%	10%	4%
O=C(c1ccccc1)C(Cc1ccccc1)N1CCOCC1 (stereo unspecified)
  14%	.	-6%	.	.	.	6%	-12%	.
N#CC(C#N)=C(N)c1cccnc1
  -5%	6%	-9%	1.3	?	-2%	0%	9%	-4%
C=CCn1c(O)c(C(C)=Nc2ccc(NC(C)=O)cc2)c(=O)[nH]c1=O
  8%	15%	?	0.4	-2%	-6%	4%	3%	0%
C=CCN1CCc2cccc3c2[C@H]1Cc1ccc(O)c(O)c1-3
  6%	24%	7.9µM*	0.2	38%	-12%	-6%	-33%[60.1 µM]	0%
O=C(Cc1ccccc1)OCCN1CCCCC1
  -9%	7%	?	0.3	32%	-6%	11%	9%	1%
COc1cc2c(cc1OC)-c1c(OC)c(OC)cc3c1C(C2)N(C)CC3 (stereo unspecified)
  11µM*	-2%	?	-0.1	-2%	-8%	-9%	-22%	0%
CC1(c2ccccc2)NCCN2C(=O)CSC21 (stereo unspecified)
  1%	0%	-4%	0.0	29%	-1%	5%	-2%	4%
CNC(=O)Nc1ccc(C(O)(C(=O)OC)C(F)(F)F)cc1 (stereo unspecified)
  7%	0%	403%[activator]	0.7	1%	9%	-2%	-10%	-4%
Fc1cccc(CN2CCN(c3ccc(Cl)cc3)CC2)c1
  -28%	-10%	-1%	-1.3	7%	1%	-11%	4%	-4%
CN1C(=O)CCS(=O)(=O)C1c1ccc(Cl)cc1 (stereo unspecified)
  ?	-6%&-1%&1%	?	.	-14%[57.1 µM]	.	.	5%&3%&4%[60.1 µM]	-10%&3%
CC(C)CCCC(C)C1CCC2C3=CC[C@@H]4CC(O)CC[C@@]4(C)C3CC[C@]21C (stereo partly specified)
  .	14%	.	.	.	?	.	-8%[60.1 µM]	-16%
CN1CCN(c2ccc(S(=O)(=O)C(F)(F)F)cc2[N+](=O)[O-])CC1
  150%[activator]	0%	-23%	1.3	0%	5%	-4%	-6%	-10%
CC(=NCCO)c1c(O)n(C2CCCCC2)c(=O)[nH]c1=O
  -14%	0%	1%	0.0	7%	-16%	?	-4%	-3%
COC[C@H]1OC(=O)c2coc3c2[C@@]1(C)C1=C(C3=O)[C@@H]2CCC(=O)[C@@]2(C)C[C@H]1OC(C)=O
  89µM*	-10%	-13%	.	.	-4%	?	-26%	.

Part of the list above in order of molar mass, highest first.
Value order – POLI inh	APEX1 inh	12-LOX inh	TRHR agonist	Pol beta inh	Anesthetic bind	ERG Ets-DNA blk	Pol kappa inh	BLM inh
COC[C@H]1OC(=O)c2coc3c2[C@@]1(C)C1=C(C3=O)[C@@H]2CCC(=O)[C@@]2(C)C[C@H]1OC(C)=O
  89µM*	-10%	-13%	.	.	-4%	?	-26%	.
CC(C)CCCC(C)C1CCC2C3=CC[C@@H]4CC(O)CC[C@@]4(C)C3CC[C@]21C (stereo partly specified)
  .	14%	.	.	.	?	.	-8%[60.1 µM]	-16%
CN1CCN(c2ccc(S(=O)(=O)C(F)(F)F)cc2[N+](=O)[O-])CC1
  150%[activator]	0%	-23%	1.3	0%	5%	-4%	-6%	-10%
Fc1cccc(CN2CCN(c3ccc(Cl)cc3)CC2)c1
  -28%	-10%	-1%	-1.3	7%	1%	-11%	4%	-4%
CC(=NCCO)c1c(O)n(C2CCCCC2)c(=O)[nH]c1=O
  -14%	0%	1%	0.0	7%	-16%	?	-4%	-3%

Source: PubChem (National Center for Advancing Translational Sciences (NCATS))
